# Screens (PubChem BioAssay)
# Dynein cargo inh: dynein cargo transport inhibition | AID 1381 | hit rate 0.47% among 220,000 | 3617.4 mouse cells, GR-EGFP nuclear translocation imaging; test concentration mostly 20 µM; stimulated with dexamethasone, 1 µM; active compounds read low | z-score, hits read low;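 active = plate z-score of nuclear minus cytoplasmic receptor signal below a set negative limit, without overly bright fluorescence or cell loss, cut at about -3.5 in these data, passing the limit was not always enough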;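 note: z-score of nuclear minus cytoplasmic ring GR-EGFP intensity difference per well; some compounds called inactive have numbers as strong as hits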
#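 Buffer or medium: tet-free, stripped-serum medium; Also added: dexamethasone, 1.0 µM final; Technique: high-content fluorescence imaging after fixation; Times: 48 h induction, 1 h compound, 30 min dex at 37 °C; Read-out: per-cell GR-EGFP intensity, nucleus versus surrounding cytoplasmic ring, well-averaged.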
# ER stress rescue: protection against thapsigargin-triggered cell killing – 384-well, CSM14.1, ATP luminescence, primary screen (AID 1222); CSM14.1 thapsigargin-induced death rescue, ATP luminescence; higher % means a stronger effect; one-dose cellular ATP content (survival), % at 20 µM; EC50 in µM for titrated hits; 190,000 tested, under 10 active;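 active = EC50 below 50 µM in the dose-response confirmation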;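 note: death triggered by thapsigargin at about 15 µM added after 2 h compound pretreatment; cell ATP read after overnight thapsigargin exposure of roughly 18 to 22 hours; normalized against plate controls of thapsigargin alone and 5% DMSO vehicle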
# Yfh1-depleted yeast: enhancers of respiration in Yfh1-depleted yeast, dose response, Friedreich's ataxia, plus single-dose screen (AID 1465). fold induction at 50 µM; hits with a dose series show EC50 in µM. S. cerevisiae Yfh1-off respiration, WST-1 reduction, 72 h; higher fold induction means a stronger effect. hit rate 0.074% among 220,000;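 active = fold induction of absorbance versus untreated yeast above a set limit, then at least 30% activation at any dose in follow-up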;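 note: activators that raise dye reduction in frataxin-depleted yeast; strong numbers were not always called active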
# Autophagy mod: alters autophagy in cells; AID 463193; hit rate 0.98% among 190,000; calls only at 10 µM (by protocol); MEF GFP-LC3 puncta imaging; test concentration mostly 10 µM;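 active = percentage of spot-positive cells more than 3 SD above its plate mean, without a fluorescence outlier flag or 80% toxicity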;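 note: spot-positive cell cutoff set from DMSO-treated cells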
# P. falciparum M1AAP: malaria alanyl aminopeptidase activity blockers – biochemical, fluorogenic H-Leu-NHMec substrate, 1536-well (AID 1445). recombinant M1AAP, H-Leu-NHMec fluorogenic kinetic assay; higher % means a stronger effect. inhibition, % at 30 µM; hits with a dose series show IC50 in µM. hit rate 0.42% among 220,000;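 active = primary inhibition above the hit cutoff, then over 50% inhibition at one or more dose response concentrations, cut at about 23% in these data, passing the limit was not always enough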;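 note: plate controls were DMSO full reaction for no effect and no enzyme background for full effect; strong numbers were not always called active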
# MT stabilize HCS: microtubule stabilization, imaging screen; HeLa tubulin immunostaining HCS, 24 h; share of cells brighter than vehicle mean+2SD; AID 2205; % tubulin-high responders, % at 10 µM; hit rate 0.83% among 200,000;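 active = plate Z-score above 3 for both tubulin-high and condensed-nucleus cell shares, with cell loss under 80%, at 10 µM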;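 note: anti alpha tubulin signal scored within the nucleus-defined area of each cell; some results filed as inactive read as strong as hits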
# M17LAP inhibition: P. falciparum M17LAP inhibitors, primary screen, biochemical, fluorogenic H-Leu-NHMec substrate, 1536-well (AID 1619); recombinant M17LAP, H-Leu-NHMec fluorogenic kinetic assay; higher % means a stronger effect; one-dose inhibition, % at 30 µM; IC50 in µM for titrated hits; hit rate 0.38% among 220,000;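 active = compound inhibiting the enzyme by more than half at any dose during confirmatory dose-response retesting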;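 note: plate controls were full reaction with DMSO carrier for no effect and no enzyme background for full effect; strong numbers were not always called active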
# Lipid droplet: hepatic lipid droplet formation modulation; AML12 mouse hepatocytes, oleate lipid droplets, BODIPY imaging; inhibition, % at 6.5 µM; hit rate 0.4% among 240,000;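 active = lipid droplet intensity inhibited by at least 50%, with more than 500 cells counted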
#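 Material – mouse AML12 hepatocyte cell line, fixed after treatment · Compound dosing – one dose, 6.5 µM compound · Times – compound with oleate, overnight · Measured by – Image-based BODIPY and DAPI two-channel analysis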
# Insulin prom up: MIN6 insulin promoter up-regulation. MIN6 insulin promoter-GFP reporter, high-content imaging; active compounds read high. AID 1625. hit rate 0.3% among 190,000. z-score at 5 µM;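 active = z-score above 3 at 5 µM with at least 500 cells counted in the well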
# Dynein cargo inh cytoplasmic EGFP: recorded beside Dynein cargo inh, whose call it bears; z-score; measured here: cytoplasmic GR-EGFP intensity; active compounds read high
# Dynein cargo inh nuclear GR-EGFP: second read-out of Dynein cargo inh, no call of its own (marks repeat the call); z-score; measured here: nuclear GR-EGFP intensity;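 lower value marks the stronger effect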
# Dynein cargo inh cell count: second read-out of Dynein cargo inh, no call of its own (marks repeat the call); z-score; measured here: cell count per field
# Insulin prom up cell count: further read-out of Insulin prom up, marked with its call; cell count; measured here: cytotoxicity, nuclei count;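 total cells summed across four imaged fields per well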
# Lipid droplet cells 6.5 µM: also measured in Lipid droplet; calls as there; cell count; measured here: cell count, cytotoxicity flag;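 cells counted across two imaged fields per well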
# MT stabilize HCS Hoechst-high %: also measured in MT stabilize HCS; calls as there; % Hoechst-high responders; measured here: nuclear condensation Hoechst responders;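 share of cells brighter than vehicle mean plus two SD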
# MT stabilize HCS cytotoxicity %: recorded beside MT stabilize HCS, whose call it bears; toxicity, %; measured here: cytotoxicity by cell density;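 0% = mean cell density of plate MIN control wells and 100% = no cells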
# Autophagy mod cell loss 18 h: further read-out of Autophagy mod, marked with its call; toxicity, %; measured here: cell loss, nuclei count;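 cell loss after 18 h compound exposure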
# The depositor's hits bear a star; i = inactive; / = not tested or not shown.
SMILES,Dynein cargo inh,Dynein cargo inh cytoplasmic EGFP,Dynein cargo inh nuclear GR-EGFP,Dynein cargo inh cell count,ER stress rescue,Yfh1-depleted yeast,Autophagy mod,Autophagy mod cell loss 18 h,P. falciparum M1AAP,MT stabilize HCS,MT stabilize HCS Hoechst-high %,MT stabilize HCS cytotoxicity %,M17LAP inhibition,Lipid droplet,Lipid droplet cells 6.5 µM,Insulin prom up,Insulin prom up cell count
O=C(NCC(=O)N(c1ccccc1)C(C(=O)NC1CCCC1)c1cccnc1)c1ccco1 (centres undefined),-0.17,0.12,0.24,0.81,-1.5%,i,i,1,-4%,1.7,0.4,16,-13%,0,751,-0.15,1334
CC(C)C(NC(=S)Nc1ccccc1)C(=O)O (centres undefined),-0.57,-0.19,-0.67,0.81,0.8%,i,i,5,20%,3.3,3.8,6.3,12%,-9,597,1,1214
CCOc1ccccc1NC(=O)CSc1nnc(CNC(=O)COc2ccc(Cl)cc2)o1,-0.51,-0.18,-0.36,0.29,0.3%,i,i,-41,-4%,3.1,2.9,11,7%,/,/,-0.7,1473
Nc1nnc(CSCc2ccc(F)cc2)s1,-0.31,-0.17,0.26,0.011,/,i,i,-10,17%,5.4,2.3,6.0,-3%,2,730,-0.08,1154
CCOC1(c2ccccc2)OC(=O)c2ccccc21 (centres undefined),-0.74,-0.29,-0.72,0.85,0.0%,i,i,-4,5%,3.6,3.0,6.2,-5%,8,626,0.1,1250
CCC(=O)c1ccc(OCC(O)CN2C(=O)NC(C)(C)C2=O)cc1 (centres undefined),0.92,-0.15,0.71,-0.65,-0.7%,i,i,-3,0%,2.3,3.1,11,-5%,/,/,0.62,1011
COCCn1c(SCC(=O)N2CCc3ccccc3C2)nc2cc(Cl)ccc2c1=O,-0.31,-0.047,-0.56,0.21,0.7%,i,i,7,14%,2.0,4.0,11,-11%,13,631,0.45,1339
C=CCn1c(SCC(=O)NCc2ccc3c(c2)OCO3)nc2scc(-c3ccc(F)cc3)c2c1=O,1.4,-0.2,1.4,-0.29,-1.2%,i,i,11,6%,1.1,0.9,4.5,3%,23,791,/,/
COc1cc(S(=O)(=O)NCCN2CCOCC2)ccc1-n1cnnn1,1.9,-0.3,0.4,-1.1,0.8%,i,i,1,-5%,1.7,1.8,13,-9%,6,694,-0.15,1585
Cc1ccccc1Nc1scc(-c2ccc(Cl)cc2)[n+]1-c1ccccc1C,-0.22,-0.2,-0.17,0.21,-0.4%,i,i,1,4%,1.8,2.0,4.3,7%,3,674,-1.3,1093
OCCN1CCN(Cc2cc(Br)cc(Br)c2O)CC1,-0.36,1.5,0.09,-0.85,4.3%,i,i,11,11%,6.1,5.2,7.2,9%,3,772,0.49,1310
COc1ncccc1-c1nnn(-c2ccccc2)n1,-0.48,-0.26,-0.021,-0.12,-2.9%,i,i,-10,-2%,1.8,1.7,0.3,0%,4,636,-0.28,1379
Nc1c(Cl)cc2c(c1Oc1ccccc1)C(=O)c1ccccc1C2=O,0.97,-0.053,0.82,0.62,-0.3%,i,i,22,21%,2.4,1.1,1.7,8%,11,758,0.18,975
CCNS(=O)(=O)c1ccc(NC(=O)CC(C)c2ccccc2)cc1 (centres undefined),-0.1,-0.24,0.074,0.39,1.2%,i,i,-41,1%,2.3,1.1,5.9,1%,-20,707,-0.38,1565
O=C(CCl)N1N=C(c2cccs2)CC1c1ccco1 (centres undefined),-4.7*,2*,-2.6*,0.73*,-5.4%,i,i,0,1%,4.7,5.9,15,11%,-2,705,-0.21,1055
CCCC(C)(C)NC(=O)CCCCC(=O)NC(C)(C)CCC,-0.31,-0.22,-0.0071,0.56,2.2%,i,i,-10,-1%,1.5,1.8,8.6,-5%,/,/,-0.71,1106
O=C(CSc1cccc[n+]1[O-])Nc1cc(S(=O)(=O)N2CCOCC2)ccc1N1CCOCC1,0.15,-0.23,0.15,-0.38,-1.3%,i,i,10,1%,1.9,2.7,5.6,-4%,22,671,0.15,1259
CCOC(=O)C1CN(S(=O)(=O)c2ccc(C)cc2)C1,-0.038,-0.18,-0.18,-0.39,-1.2%,i,i,-17,-8%,5.5,2.1,7.2,-12%,-1,639,-0.34,1967
CCOC(=O)CSc1nnc(Cc2cc(=O)[nH]c(=O)[nH]2)n1-c1cccc(OC)c1,1.1,0.016,0.64,-0.71,1.1%,i,i,18,3%,2.9,1.3,12,2%,/,/,0.53,1430
N/C(=N\OC(=O)c1cccc(Cl)c1)c1ccccn1,1.3,-0.16,0.35,-1.5,-7.5%,i,i,-1,-4%,2.8,2.3,2.4,3%,0,611,0.54,1375

# Continued, overlapping the part above by 3 compounds.
SMILES,Dynein cargo inh,Dynein cargo inh cytoplasmic EGFP,Dynein cargo inh nuclear GR-EGFP,Dynein cargo inh cell count,ER stress rescue,Yfh1-depleted yeast,Autophagy mod,Autophagy mod cell loss 18 h,P. falciparum M1AAP,MT stabilize HCS,MT stabilize HCS Hoechst-high %,MT stabilize HCS cytotoxicity %,M17LAP inhibition,Lipid droplet,Lipid droplet cells 6.5 µM,Insulin prom up,Insulin prom up cell count
CCOC(=O)C1CN(S(=O)(=O)c2ccc(C)cc2)C1,-0.038,-0.18,-0.18,-0.39,-1.2%,i,i,-17,-8%,5.5,2.1,7.2,-12%,-1,639,-0.34,1967
CCOC(=O)CSc1nnc(Cc2cc(=O)[nH]c(=O)[nH]2)n1-c1cccc(OC)c1,1.1,0.016,0.64,-0.71,1.1%,i,i,18,3%,2.9,1.3,12,2%,/,/,0.53,1430
N/C(=N\OC(=O)c1cccc(Cl)c1)c1ccccn1,1.3,-0.16,0.35,-1.5,-7.5%,i,i,-1,-4%,2.8,2.3,2.4,3%,0,611,0.54,1375
Cc1cccn2c(=O)c3cc(C(=O)NC4CCS(=O)(=O)C4)sc3nc12 (centres undefined),-0.78,-0.26,-0.32,0.39,0.0%,/,i,-1,5%,4.7,2.9,7.9,-34%,/,/,-0.22,1065
CCOC(=O)c1cc(-c2cc3ccccc3o2)nc2c1c(=O)[nH]c(=O)n2CCOC,-1,-0.21,-0.5,1.9,0.6%,i,i,-6,6%,i,/,100,-21%,/,/,/,/
CCCNC(=O)Nc1cc(OCC)c(N2CCOCC2)cc1OCC,0.73,-0.23,0.77,0.29,-2.7%,i,i,-17,12%,2.5,2.0,3.3,6%,/,/,0.94,1209
O=C(NCCc1ccccc1)c1ccco1,-0.057,-0.23,0.34,0.019,0.0%,i,i,-10,2%,4.5,2.2,5.4,0%,-16,736,-0.02,1074
O=C(Nc1ccc(N2CCOCC2)cc1)c1ccc(S(=O)(=O)NCc2ccco2)cc1,0.6,-0.19,0.23,-0.55,/,i,/,/,-4%,/,/,/,-3%,2,742,-0.34,943
O=C(O)CCC(=O)N(Cc1cccnc1)Cc1cccc(F)c1,1.4,0.093,1.6,-2.2,0.6%,i,i,-1,7%,1.8,2.2,2.5,6%,/,/,1.9,1088
O=C(NC(=S)N1CCN(C(c2ccccc2)c2ccccc2)CC1)c1ccc(S(=O)(=O)N2CCOCC2)cc1,-0.29,-0.32,-0.44,0.87,0.0%,i,i,7,5%,1.6,3.2,3.8,0%,-7,619,-2.1,1074
CC(=O)[C@H]1[C@H](C#N)C[C@H]2[C@@H]3CC=C4C[C@@H](O)CC[C@]4(C)[C@H]3CC[C@@]21C,0.25,-0.21,0.57,0.25,-1.5%,i,i,11,-3%,2.3,2.5,4.6,-2%,/,/,/,/
Cc1cc(C)c(NC(=O)CCCSc2nnc(N)s2)c(C)c1,0.77,-0.23,0.75,-0.45,3.3%,i,i,11,1%,1.6,1.3,7.8,49%,-2,694,-0.7,1614
CCCCNS(=O)(=O)c1ccc2nc(SCC(=O)c3ccc(C#N)cc3)[nH]c2c1,-0.59,-0.095,-0.0018,-0.26,3.1%,i,i,11,3%,5.6,2.6,0.9,6%,/,/,-0.78,1242
COc1ccccc1-c1ccc(Nc2cccc(C(C)=O)c2)nn1,-0.44,-0.24,0.29,-1,/,i,i,-4,4%,1.4,2.9,6.7,14%,-3,669,-0.16,1221
O=C(c1cccnc1)n1nc(-c2ccco2)nc1NCc1cccs1,0.98,-0.26,0.72,-0.63,-1.0%,i,i,-35,1%,3.2,0.8,5.8,2%,-3,687,0.85,1499
CCSc1nc2ccccc2n1S(=O)(=O)c1ccccc1,0.33,-0.078,0.28,-0.68,-0.5%,i,i,-13,-1%,2.2,3.8,5.9,5%,/,/,1.6,1074
CC(C)CN1C=C2C(=O)C(C)(OC(=O)C3CCCC3)C(=O)C=C2C=C1c1ccsc1 (centres undefined),-0.15,-0.83,-0.027,0.38,/,i,/,/,2%,/,/,/,5%,-13,682,-0.17,1064
COc1ccc(NC(=S)Nc2cc(C)[nH]n2)cc1Cl,0.71,-0.69,0.21,-0.71,/,i,/,/,/,/,/,/,/,-21,650,1.3,868
Cc1ccc2oc(-c3cccc(NC(=O)/C=C/c4cccc([N+](=O)[O-])c4)c3C)nc2c1,0.35,-0.18,0.36,-0.55,0.4%,i,i,11,1%,9.4,2.2,0.9,-2%,0,726,0.28,1267
O=C1NC2=C(CCc3ccccc32)C(c2ccc(Br)cc2)N1 (centres undefined),-0.55,-0.032,0.047,-0.091,-0.1%,i,i,34,0%,2.4,2.3,4.1,-16%,-7,795,/,/
